CaV13 FRET inh = Disruptors of the CACNA1D IQ motif to Ca2+-dependent inactivation inhibitor domain association, primary screening, Förster resonance energy transfer in intact living … | AID 743397 | HEK cells, CFP/YFP FRET ICDI-IQ, plate reader, 10 min; percent FRET-ratio fall versus neutral wells | 0.098% of 340,000 active | inhibition, % at 12.3 µM;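 active means mean replicate inhibition of at least 30% and at least 1% of replicates passing that level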;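 further: 0% = median of the neutral control wells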
Vif inh = HIV Vif self-association inhibitors, primary screen, imaging, HEK293T, single point. inhibition, % at 7.49 µM. 0.35% of 340,000 active. AID 602346, 2012. HEK293T cells, Vif self-association by quenched fluorescence, 24 h; in the data active means inhibition above about 50%, passing the limit was not always enough; further: some results filed as inactive read as strong as hits
MC4R ag barr = MC4R agonists recruiting beta-arrestin, primary screen, cell-based, luminescence, agonist arm of biased-ligand search. Melanocortin receptor 4 (Homo sapiens), P32245. U2OS MC4R beta-arrestin complementation; percent of melanotan II response, DMSO zero. activation, % at 8.9 µM. 0.98% of 360,000 active. AID 540308, 2011;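 active means activation above a per-plate cutoff, the mean activation of sample wells on that plate plus 3 SD, cut at about 8% in these data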
Target sequence (P32245 whole entry, looked up): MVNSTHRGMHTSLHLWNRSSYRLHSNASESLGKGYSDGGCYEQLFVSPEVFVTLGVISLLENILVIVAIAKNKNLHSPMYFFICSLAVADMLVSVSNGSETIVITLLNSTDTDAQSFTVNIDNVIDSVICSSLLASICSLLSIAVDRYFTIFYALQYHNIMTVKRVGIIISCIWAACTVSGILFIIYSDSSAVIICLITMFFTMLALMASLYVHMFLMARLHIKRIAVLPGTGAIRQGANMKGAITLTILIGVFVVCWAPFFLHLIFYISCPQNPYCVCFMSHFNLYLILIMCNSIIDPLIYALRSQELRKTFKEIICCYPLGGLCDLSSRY
MC4R antag cAMP = MC4R antagonists of cAMP signaling, primary screen, cell-based, TR-FRET, antagonist arm of biased-ligand search. MC4R-expressing cells, MTII-stimulated cAMP, LANCE TR-FRET. AID 540295, 2011. inhibition, % at 6.5 µM. 0.48% of 360,000 active. Melanocortin receptor 4 (Homo sapiens), P32245;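 active means inhibition above its plate's cutoff, the mean of tested wells on that plate plus 3 SD, cut at about 29% in these data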;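 further: 0% = Melanotan II alone and 100% = Melanotan II plus saturating MCL0020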
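system = U2OS cells with stable human MC4R expression | also added = Melanotan II challenge after compound preincubation | dosing = one concentration, 6.5 µM nominal | incubation = compound 30 min, challenge 1 h, detection 1 h | measured by = TR-FRET with Eu-cAMP and labeled anti-cAMP, 671 nm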
HTR2A ag = mouse Htr2a agonists via beta-arrestin recruitment, primary screen, cell-based, luminescence. 5-hydroxytryptamine receptor 2A (Mus musculus), P35363. activation, % at 7.6 µM. 0.66% of 360,000 active. AID 624169, 2012. CHO-K1 mHTR2A beta-arrestin complementation; percent of 30 µM serotonin response;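 active means activation above a run cutoff, the mean activation of all tested compounds plus 3 SD, cut at about 14% in these data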;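 further: 0% = plate median of compound wells and 100% = 30 µM serotonin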
Target sequence (P35363 whole entry, looked up): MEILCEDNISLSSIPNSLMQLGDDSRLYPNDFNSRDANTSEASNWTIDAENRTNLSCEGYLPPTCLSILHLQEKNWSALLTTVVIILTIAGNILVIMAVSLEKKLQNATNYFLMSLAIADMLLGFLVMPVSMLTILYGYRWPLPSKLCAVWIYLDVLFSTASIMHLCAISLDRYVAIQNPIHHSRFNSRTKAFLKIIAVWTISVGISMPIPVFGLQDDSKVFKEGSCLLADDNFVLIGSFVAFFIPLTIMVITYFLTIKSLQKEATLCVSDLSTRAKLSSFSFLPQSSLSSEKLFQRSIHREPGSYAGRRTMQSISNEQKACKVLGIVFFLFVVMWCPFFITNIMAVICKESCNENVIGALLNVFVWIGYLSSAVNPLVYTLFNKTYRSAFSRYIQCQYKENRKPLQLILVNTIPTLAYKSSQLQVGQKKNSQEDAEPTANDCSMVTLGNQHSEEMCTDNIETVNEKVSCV
PDI turbidity = inhibitors of human PDI, primary screen, biochemical, turbidity, single point, plate reader; PDI insulin aggregation turbidity, A650, 90 min; Protein disulfide-isomerase (Homo sapiens), P07237; 0.052% of 350,000 active; inhibition, % at 10 µM;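 active means mean inhibition across replicates of 30% or more, whatever share of single replicates reach that level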;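 further: absorbance from insulin aggregation driven by PDI reduction with DTT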
Cardio protect = cardioprotection against H2O2-induced cell death, primary screen, uHTS, H9c2 cells, ATPLite luminescence; H9c2 cardiomyocytes, H2O2 injury protection, 2 h; protection from H2O2 cell death, % at 20 µM; 0.63% of 360,000 active;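 active means compounds giving at least 50% protection of heart cells from peroxide-induced death in the single-dose screen, raw or plate-pattern-corrected value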;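 further: 0% = DMSO wells with peroxide and 100% = DMSO wells without peroxide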
ABCB6 inh 2 = ABCB6 transporter inhibitors, primary screen, K562-ABCB6 cells, flow cytometry, MLPCN library; ATP-binding cassette sub-family B member 6 (Homo sapiens), Q9NP58; K562-ABCB6 porphyrin accumulation, 1 h; hits give low values; fluorescence ratio to DMSO, % at 10 µM; 0.19% of 360,000 active;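 active means fluorescence ratio to DMSO below 75%, the collection mean minus 3 SD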;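 further: signal is porphyrin accumulated inside mitochondria; 100% equals median channel fluorescence of DMSO control wells; lower ratio means ABCB6 inhibition with less porphyrin fluorescence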
Glyco luc inh = increase of ERlucT glycosylation luciferase signal, primary screen, N-linked glycosylation inhibitor project, D54 ERlucT cells, luminescence, set 2. D54 ERlucT glycosylation luciferase reporter, 24 h; percent of 100 nM tunicamycin response. reporter increase, % at 12.5 µM. 0.23% of 360,000 active. AID 588692, 2011;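 active means mean luciferase reporter signal, scaled so untreated is 0 and the glycosylation-blocking control 100, at or above a set limit in every replicate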;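 further: luciferase carries N-glycosylation sites so blocking glycosylation raises the light; 0% = median of neutral control wells and 100% = median of 100 nM tunicamycin wells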
aDG glyco act = activators of alpha-DG glycosylation, primary screen, uHTS, Pro5-aDG cells, AlphaScreen. alpha-DG glycosylation AlphaScreen (IIH6); 0% Pro5, 100% B10-LARGE cell signal. activation, % at 10 µM. 0.22% of 360,000 active;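 active means activation of at least 8% versus controls, or a plate z-score of at least 8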;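 further: Pro5 are CHO cells carrying HIG-tagged alpha-DG that lacks glycosylation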
An asterisk follows results filed as active; i = inactive; · = no result given.

The line under a structure holds: CaV13 FRET inh	Vif inh	MC4R ag barr	MC4R antag cAMP	HTR2A ag	PDI turbidity	Cardio protect	ABCB6 inh 2	Glyco luc inh	aDG glyco act
- C=CCn1c(SCC(=O)NCCOC)nnc1-c1cc2c(s1)CCC(CC)C2 (stereo not drawn)
  -4	3	-0.7	4	4	-5	-7	92	-2	0.2
- S=C(c1ccc2c(c1)OCO2)N1CCCCCC1
  -5	-1	-0.9	6	0	14	-3	104	3	0.0
- O=C(CCC1CCN(C(=O)c2ccco2)CC1)NCc1ccc(F)cc1
  -7	-2	-1.4	4	5	-2	3	90	1	-0.3
- Cc1ccc(C)c(S(=O)(=O)N2CCCC2CNC(=O)c2ccc([N+](=O)[O-])cc2)c1 (stereo not drawn)
  -1	-10	-0.8	-8	2	2	-3	99	-2	0.4
- Cc1c(NC(=O)c2ccccc2)cccc1[N+](=O)[O-]
  -5	-4	0.8	6	2	-10	3	98	0	-0.3
- Cc1ccc(C(C#N)c2ccc(C(=O)c3ccc(F)cc3)cc2)cc1 (stereo not drawn)
  -5	-15	-0.3	-5	-7	7	-26	101	-5	2.3
- CCn1c(SCC(=O)Nc2ccccc2N2CCOCC2)nnc1-c1ccccc1
  -7	-6	-1.3	8	1	-12	9	96	1	0.0
- CN1CCc2c(sc3c2C(=O)NC(/C=C/c2ccco2)N3)C1 (stereo not drawn)
  -7	0	-1.3	-24	2	0	2	106	-2	0.3
- CCCCCCc1cc2cc(C(=O)Nc3ccccc3)c(=O)oc2cc1O
  -2	-10	-0.1	4	0	0	-10	88	-4	-0.3
- Cc1cn(CC(=O)NCCNc2ccc([N+](=O)[O-])cn2)c(=O)[nH]c1=O
  -3	-4	-0.7	-7	-5	6	9	96	2	-0.1
- CCOC(=O)N1CCN(C(=O)COC(=O)c2ccc(O)cc2O)CC1
  -11	-4	1.0	19	3	4	-10	104	0	0.1
- O=S(=O)(c1ccc(C2CCCCC2)cc1)N1CCN(c2ncccn2)CC1
  -7	4	-0.9	-11	4	-6	-12	99	6	0.2
- CC(C)CN1C(Nc2ccccc2)=NC[C@@H]1C
  -9	-2	-1.1	-3	-3	0	13	100	4	0.1
- Cc1ccc(NC(=O)Cc2sc(C)nc2-c2ccc(C)cc2)cc1
  -3	2	0.0	8	-1	15	-1	104	1	0.0
- O=C(O)CCS(=O)(=O)Cc1ccccc1Cl
  -8	-3	-1.6	6	-2	-1	0	103	3	-0.2
- O=C(O)C1C2C=CC(C2)C1C(=O)N1CCc2ccccc21 (stereo not drawn)
  -4	-2	0.2	1	-2	-4	6	87	1	-0.1
- Cc1nc(-c2ccc(F)cc2)c(CC(=O)N(C)CC(=O)Nc2c(C)cccc2C)s1
  -6	12	-0.6	4	4	-5	-1	102	0	0.0
- O=C(c1cccc2c1-c1ccccc1C2)N1CCCCC1
  -4	-6	-1.7	2	0	-12	3	100	1	-0.1
- CN(N=Nc1cccc([N+](=O)[O-])c1)c1cccc([N+](=O)[O-])c1
  -4	0	0.5	3	-2	-6	-8	96	0	-0.3
- O=C1OCCC1Sc1ncnc2sccc12 (stereo not drawn)
  ·	2	-0.6	12	-2	4	9	95	1	-0.1
- COc1ccc(/C=C/C(=O)c2ccc(C)c([N+](=O)[O-])c2)cc1O
  -3	-3	-2.4	-3	-2	0	-8	96	12	0.1
- CC(NC(=O)Cn1c(NCCO)nc2ccccc21)c1ccccc1 (stereo not drawn)
  -1	21	-1.1	7	3	1	8	96	0	0.1
- O=C(NCc1ccccc1)C1CCN(S(=O)(=O)c2cccc3cccnc23)CC1
  3	0	-0.5	1	-8	-6	-1	104	-1	-0.1
- COc1ccc(C2(C(=O)O)CCCC2)cc1
  -8	1	-2.4	0	3	1	5	102	-1	-0.1
- CCCCNC(=O)CN(C1CCCCC1)S(C)(=O)=O
  -4	11	-0.5	8	0	1	-4	97	0	0.0
- CC1CCC2(CC1)NC(=O)N(CC(=O)NCCc1ccc(F)cc1)C2=O (stereo not drawn)
  -6	-6	-1.3	0	0	-21	-7	98	3	0.0
- CN(c1ncc(C(F)(F)F)cc1Cl)N1C(=O)c2cccc(N)c2C1=O
  -2	-8	0.4	28	-6	0	-9	105	0	-0.1
- CCOc1cc(NC(=O)c2ccco2)c(OCC)cc1NC(=O)CCC(=O)NCc1cccnc1
  ·	-5	-0.6	-5	-1	-3	3	97	-1	0.5
- O=C1CC(c2ccc(S(=O)(=O)NCc3ccncc3)cc2)CN1 (stereo not drawn)
  -5	3	0.8	3	2	·	-11	101	0	-0.1
- COc1ccc(NC(=O)N(C)C[C@H]2Oc3c(NS(=O)(=O)c4ccc(F)cc4)cccc3C(=O)N([C@H](C)CO)C[C@@H]2C)cc1
  -11	-4	0.8	-4	-1	1	9	97	1	0.0
- CCN(CC)C(=O)C1=C(C)N(CCCN2CCCC2=O)C(=O)C(CC(=O)NC(c2ccccc2)c2ccccc2)C1 (stereo not drawn)
  -9	-18	0.5	10	-2	-14	4	98	-1	0.0
- CN1CCN(CCNC(=O)Nc2ccc(Cl)cc2)CC1
  -19	-1	-0.6	8	3	3	9	98	-1	0.2
- OC[C@@H]1CN(Cc2cccs2)C[C@H](n2cnc3c(N4CCCC4)ncnc32)O1
  -1	4	-0.6	-1	3	2	10	126	2	-0.1
- O=c1oc2ccc(C#CC3(O)CCCCC3)cc2cc1-n1cc(-c2ccsc2)nn1
  -8	-1	0.4	9	5	-3	20	93	2	0.3
- O=C(CCn1nc(-c2ccccc2)ccc1=O)N1CCOCC1
  -5	5	0.5	1	-1	2	5	101	0	-0.1
- Cc1ccc(C(=O)NCCNC(=O)c2ccco2)cc1C
  -3	17	-0.8	-1	-1	4	-1	95	1	0.2
- CCc1cc2cccc(C)c2nc1SCC(=O)c1ccc(NC(C)=O)cc1
  -8	·	10*	-6	1	-6	-2	95	1	-0.1
- Cc1cc2ccccn2c1C(=O)c1cccc(S(=O)(=O)N2CCOCC2)c1
  0	-10	-1.1	10	7	5	-10	85	-1	0.5
- CCOC(=O)/C=C/C(=O)Nc1ccccc1C(=O)NC1CCCCC1
  -3	1	-1.0	4	-4	-6	-1	100	-3	0.5
- COc1ccc2[nH]c(=O)c(CN(C(=O)c3cccnc3)c3ccccc3)cc2c1
  -4	-12	0.1	8	-1	-3	2	100	-1	-0.2
- CCOC(=O)C1C(C)=C(Nc2ccc(OC)cc2)C(=O)N1c1ccc(OC)cc1 (stereo not drawn)
  -3	-2	-3.1	6	3	-3	2	95	3	-0.3
- O=C(Cc1ccccc1)NCC(=O)N1CCN(c2ccc(F)cc2)CC1
  -5	-1	-1.0	9	2	0	7	100	0	-0.3
- O=C(c1cncc(Br)c1)N1CCN(S(=O)(=O)c2ccccc2)CC1
  -2	1	-2.8	7	7	-11	1	101	-2	0.1
- CCCCCCOc1ccc(C(CC(=O)O)C(N)=O)cc1 (stereo not drawn)
  ·	4	-0.4	1	-4	6	-1	104	0	0.1
- C=CCn1c(N)cc(=O)nc1SCC(=O)Nc1ccc(C(=O)OCC)cc1
  -3	-3	-0.1	1	-3	-6	2	98	2	-0.1
- O=C(CCC1CCCN(C(=O)CCCc2ccccc2)C1)N1CCN(c2ccccn2)CC1 (stereo not drawn)
  -4	23	-0.1	12	3	1	1	95	-3	0.1
- O=C(CNC(=O)C1COc2ccccc2O1)N/N=C/c1ccc([N+](=O)[O-])cc1 (stereo not drawn)
  -3	-3	-2.5	-3	0	-6	2	100	-1	0.0
- CCCc1nnc(NC(=O)CCC(=O)O)s1
  -5	2	0.6	1	7	9	7	93	2	-0.1
- COc1cc(CNCCc2ccc(S(N)(=O)=O)cc2)ccc1OCc1ccc(Cl)cc1
  -7	·	1.6	18	-9	1	-16	103	-8	0.1
- CCCCOc1ccc(/C(O)=C2/C(=O)C(=O)N(CCCOC)C2c2ccncc2)cc1 (stereo not drawn)
  ·	0	-0.8	1	5	-3	-8	105	1	0.0

(continued)
The line under a structure holds: CaV13 FRET inh	Vif inh	MC4R ag barr	MC4R antag cAMP	HTR2A ag	PDI turbidity	Cardio protect	ABCB6 inh 2	Glyco luc inh	aDG glyco act
- Cc1cccc(N2C(=O)CN=C2Nc2nc(C)cc(C)n2)c1
  -4	0	0.4	15	1	3	-6	95	0	-0.1
- Cc1ccc(-n2[nH]c(C)c(C=Nc3ccc4[nH]c(=O)[nH]c4c3)c2=O)cc1C
  -8	7	16*	7	-2	8	-35	106	-1	-0.2
- COc1ccc(C2C(C(=O)N3CCCC3)c3cc(OC)c(OC)cc3C(=O)N2C)cc1 (stereo not drawn)
  -4	·	0.8	2	5	6	31	101	·	0.1
- CNc1cc(CSc2ccc(Cl)cc2)nc(C)n1
  -4	-2	-2.3	-4	-4	8	-2	91	-4	0.5
- CCCC1C(=O)Nc2ccccc2N1C(=O)c1cccc(C)c1 (stereo not drawn)
  -19	·	-0.3	1	-4	5	-5	96	-2	0.1
- Cc1cccn2c(=O)nc(SCC(=O)Nc3ccc4c(c3)OCO4)nc12
  -7	-4	0.9	-3	8	-4	13	102	5	0.2
- CCN(C(=O)CSc1nnnn1-c1cc(C)ccc1OC)C1CCS(=O)(=O)C1 (stereo not drawn)
  -5	-3	-0.9	1	0	4	3	102	1	0.6
- O=[N+]([O-])c1ccc(-c2nc(-c3cccs3)c(-c3cccs3)[nH]2)cc1
  ·	i	-0.9	8	-7	-5	-15	469	-4	0.2
- Cc1cc(C(=O)CSc2nnc(-c3ccc4c(c3)OCO4)o2)c(C)n1-c1ccc(F)cc1
  -15	-4	-1.2	17	-2	0	-15	98	3	-0.1
- CCc1c(C)nc2cc(-c3ccccc3)[nH]n2c1=O
  -7	-1	-1.4	-2	2	-1	-7	103	-1	-0.1
- CC(C)C(CCNCc1ccccn1)c1ccc(Cl)cc1 (stereo not drawn)
  -17	1	-0.2	-5	-5	-7	1	96	1	0.2
- COc1c(F)c(F)cc2c(=O)c(C(=O)O)cn(C3CC3)c12
  -5	-3	0.8	-2	-1	-5	5	98	0	-0.1

Rewritten with tabs: part of the list above.
SMILES	CaV13 FRET inh	Vif inh	MC4R ag barr	MC4R antag cAMP	HTR2A ag	PDI turbidity	Cardio protect	ABCB6 inh 2	Glyco luc inh	aDG glyco act
Cc1ccc(-n2[nH]c(C)c(C=Nc3ccc4[nH]c(=O)[nH]c4c3)c2=O)cc1C	-8	7	16*	7	-2	8	-35	106	-1	-0.2
CCCC1C(=O)Nc2ccccc2N1C(=O)c1cccc(C)c1 (stereo not drawn)	-19	·	-0.3	1	-4	5	-5	96	-2	0.1
